TRHR ag: activates the human TRH receptor. TRHR cells, calcium flux fluo-8, FDSS agonist mode. activation, % at 2 µM. 360,000 compounds, 0.18% hits; in the data active means activation above about 30%; further: 0% is about no effect
Target sequence (P34981 whole entry, looked up): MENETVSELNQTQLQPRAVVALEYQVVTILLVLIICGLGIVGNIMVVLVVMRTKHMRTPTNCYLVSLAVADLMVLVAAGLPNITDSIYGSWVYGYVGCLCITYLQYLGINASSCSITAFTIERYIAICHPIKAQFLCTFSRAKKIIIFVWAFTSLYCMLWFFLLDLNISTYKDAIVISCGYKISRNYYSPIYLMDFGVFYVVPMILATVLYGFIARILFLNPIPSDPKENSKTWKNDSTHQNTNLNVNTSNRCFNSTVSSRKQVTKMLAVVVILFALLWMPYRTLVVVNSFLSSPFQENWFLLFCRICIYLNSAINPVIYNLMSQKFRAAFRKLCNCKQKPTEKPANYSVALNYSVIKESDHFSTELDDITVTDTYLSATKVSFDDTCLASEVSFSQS
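In this calcium-flux screen, cells bearing human TRHR are dye-loaded with fluo-8, baselined for 10 cycles, then exposed to library compounds; positive kinetic calcium responses during the agonist phase mark hits, with TRH as control.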
PI4K2A block: PI4K2A (human) kinase inhibition | Q9BTU6 | 420,000 compounds, 0.13% hits | activity change, negative = inhibition, % at 76.9 µM | purified PI4K2A, ADP-Glo luminescence, 1 h; active compounds read low; in the data active means activity change below about -50%; inconclusive means mostly about -30% to -49%;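 further: -100% = wells without enzyme as full effect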
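Compounds are screened against recombinant PI4K2A using PI as substrate and ATP, the latter dispensed at 300 microM. Reactions run one hour at ambient temperature before ADP-Glo detection; full inhibition defined by wells lacking enzyme.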
D2 agonist: D2 dopamine receptor (human) agonism. HEK293 T-REx D2 cells, calcium flux agonist mode. P14416. activation, % at 2 µM. 340,000 compounds, 0.53% hits;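 active means activation over 3 SD above normal in the single-dose calcium agonist read, cut at about 30% in these data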; further: 0% is about no effect
Target sequence (P14416 whole entry, looked up): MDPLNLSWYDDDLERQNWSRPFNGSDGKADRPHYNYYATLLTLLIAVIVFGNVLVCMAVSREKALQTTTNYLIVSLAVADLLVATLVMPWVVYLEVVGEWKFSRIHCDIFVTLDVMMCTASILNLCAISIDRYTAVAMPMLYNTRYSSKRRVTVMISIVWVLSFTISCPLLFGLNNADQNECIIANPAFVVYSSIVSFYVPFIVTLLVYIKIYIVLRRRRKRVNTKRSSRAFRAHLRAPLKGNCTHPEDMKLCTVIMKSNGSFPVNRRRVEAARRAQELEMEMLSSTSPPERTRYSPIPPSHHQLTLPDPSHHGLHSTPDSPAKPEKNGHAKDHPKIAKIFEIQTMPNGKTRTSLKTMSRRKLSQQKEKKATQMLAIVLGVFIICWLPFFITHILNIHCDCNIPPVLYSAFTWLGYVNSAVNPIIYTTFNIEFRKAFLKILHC
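In this primary screen, compounds producing a positive calcium signal within 180 s of addition to tetracycline-induced, force-coupled HEK293 Trex D2 cells are flagged; cells are dye-loaded with a no-wash calcium kit beforehand.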
USP1 inh: inhibitors of human USP1/UAF1 deubiquitinase; Potency, µM (doses to about 57.1 µM), for the others: at the highest dose activity change, negative = inhibition, actives largely listed as inhibitors; 390,000 compounds, 0.23% hits; recombinant USP1/UAF1, Ub-Rhodamine cleavage fluorescence; AID 743255; O94782; further: potency means the concentration at half of the fitted maximal effect; on the % scale 0 is the no-effect control and ±100 the full control effect; nearly all actives have a fitted effect of over 60% in size; inactives centre near -12
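USP1/UAF1 complex (1 nM) preincubated 15 min at room temperature with compound, then Ub-Rho substrate (150 nM final) added. Kinetic fluorescence at 480/540 nm over 6 reads at 60 s intervals; 50 mM HEPES pH 7.8, 0.5 mM EDTA, 0.1 mg/ml BSA, 1 mM TCEP, 0.01% Tween-20.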
IDH1 R132H inh: blocks human mutant IDH1 R132H enzyme. IDH1-R132H enzyme, NADPH consumption, diaphorase/resazurin fluorescence. AID 602179. 390,000 compounds, 0.093% hits. Potency, µM (doses to about 76.6 µM), for the others: at the top dose activity change, negative = inhibition, actives largely listed as inhibitors; further: potency means the concentration at half of the fitted maximal effect; on the % scale 0 is the no-effect control and ±100 the full control effect; nearly all actives have a fitted effect of over 65% in size
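IDH1-R132H (0.5 ug/mL dispensed) in pH 7.5 Tris buffer was preincubated 30 min with compound, then given a substrate mix of 0.016 mM NADPH and 2 mM alpha-KG for 80 min at room temperature; remaining NADPH was read by diaphorase/resazurin fluorescence.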
D2 antagonist: D2 dopamine receptor (human) antagonism | P14416 | HEK293 TREx D2 cells, calcium flux, dopamine EC80 | inhibition, % at 10 µM | 340,000 compounds, 2% hits | AID 485344; in the data active means inhibition above about 30%; further: 0% is about no effect
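Dopamine at EC80 is the agonist stimulus; test compounds precede it by 180 s. Calcium flux read kinetically in a force-coupled, inducible HEK293 T-REx D2 cell line.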
TRHR PAM: TRH receptor (human) allosteric enhancement; AID 493056; TRHR cells, fluo-8 calcium fluorescence, EC20 TRH enhancement; P34981; 360,000 compounds, 0.66% hits; enhancement, % at 2 µM; in the data active means enhancement above about 30%; further: 0% is about no effect
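TRHR-expressing cells loaded with fluo-8 calcium dye were read kinetically (ex 480/em 530) during compound addition, then stimulated with an EC20 of TRH (10 nM final). Enhancement of the Gq-mediated intracellular calcium response was scored.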
TrxR1 substrate: is turned over as a substrate by rat TrxR1; O89049; purified TrxR1 substrate turnover, NADPH consumption readout; Potency, µM (top dose mostly 114 µM), inactives show at the top dose activity change, negative = substrate turnover; 390,000 compounds, 0.01% hits; AID 588456; further: potency means the concentration at half of the fitted maximal effect; on the % scale 0 is the no-effect control and ±100 the full control effect; nearly all actives have a fitted effect of over 50% in size
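Rat TrxR1, dispensed at 90 nM, was prereduced with 400 uM NADPH (final) for 5 min at ~22 deg C, then incubated with compound 15 min before 400 uM selenite. A first-read NADPH fluorescence drop versus no-compound background flagged substrates.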
TrxR1 inh: blocks rat thioredoxin reductase 1. O89049. recombinant rTrxR1, NADPH fluorescence consumption, selenite substrate. Potency, µM (titrated, usually from 114 µM), for the others: at the top dose activity change, negative = inhibition, hits mostly inhibitors. 390,000 compounds, 1% hits. AID 588453; further: potency means the concentration at half of the fitted maximal effect; on the % scale 0 is the no-effect control and ±100 the full control effect; nearly all actives have a fitted effect of over 65% in size
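Rat TrxR1 (90 nM in the dispensed reagent) was pre-reduced with 400 uM NADPH for 5 min at room temperature, then incubated with compound for 15 min. After 400 uM selenite was added, NADPH fluorescence (Ex 340/Em 450 nm) was followed for 8 min.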
Active calls of the source: *; ? = inconclusive; . = not tested or not shown; & = joins results of further samples; [ ] = another dose, or the depositor's remark. Unless noted, the call rests on the fitted dose curve; in most records, active means well fitted inhibition curve with a large enough effect; inconclusive means small, poorly fitted or top-dose-only effect; inactive means no such curve, though single readings can be large or run the other way.

Under each structure – PI4K2A block	D2 antagonist	D2 agonist	USP1 inh	TrxR1 inh	TrxR1 substrate	TRHR PAM	IDH1 R132H inh	TRHR ag
> Cc1cccc(N2C(=O)C(CC(=O)Nc3ccc(Cl)cc3)N(Cc3ccco3)C2=O)c1 (stereo not given)
 : -2	.	0.2	-6%	0%	-5%	-3	-21%	-0.1
> Cc1cccc(-c2noc(CNC(=O)c3ccc4c(c3)OCO4)n2)c1
 : 6	-20	0.5	-10%	12%	1%	8	-7%	1.2
> CCOC(=O)C1CCN(Cc2c(O)ccc3ccccc23)CC1
 : -6	.	.	-5%	?	16%	-1	11%	-0.4
> CCc1ccc(NC(=O)CSC2=Nc3ccccc3C3=NC(CCC(=O)NCc4ccccc4OC)C(=O)N23)cc1 (stereo not given)
 : -2	.	-0.2	-27%	2%[57.1 µM]	-2%[57.1 µM]	-3	-6%	-0.9
> C/C(=N/NC(=O)C1CCCC1)c1ccc(NC(=O)C(F)(F)F)cc1
 : .	-9	0.1	.	.	.	1	.	-0.1
> COCCCNC(=O)CCCOc1ccccc1
 : -4	-3	0.9	19%	5%	7%	5	-2%	-0.2
> COc1ccc(NC(=O)c2cn(CCC#N)nc2-c2cc3ccccc3o2)cc1
 : 3	0	2.3	-19%	28%	14%	-8	-1%	0.8
> Cc1cc(=O)oc2cc(OCC(=O)OCC(=O)N3CCc4ccccc43)ccc12
 : -17	-9	0.3	-22%	9%	9%	-2	10%	-1.0
> O=C(CSc1nccn1Cc1ccc2c(c1)OCO2)Nc1ccccc1F
 : -1	.	0.5	-14%	1%[57.1 µM]	-2%[57.1 µM]	-3	15%	-0.4
> CC(SCc1ccccc1)C(=O)Nc1ccccc1F (stereo not given)
 : 1	-10	0.1	-12%	28%	-4%	56*	-2%	-0.2
> CSCCC(NC(=O)c1ccco1)C(=O)NC1CCCCCC1 (stereo not given)
 : 1	-24	-0.1	-26%	3%	-2%	9	0%	0.4
> CN(C(=O)CSc1nnnn1-c1ccc(O)cc1)C1CCCCC1
 : -3	.	.	-12%	8%	-2%	.	12%	.
> Cc1cc(/C=N/NC(=O)CC2(C)OCCO2)c(C)n1-c1ccc(Cl)c(Cl)c1
 : 3	-26	0.1	-11%	5%[57.1 µM]	-13%	9	3%	2.0
> O=C(Nc1cccc(C(F)(F)F)c1)c1cc(-c2ccc(Cl)s2)nc2ccccc12
 : 1	.	-0.3	-16%	0%	41%[activator]	-1	-25%	1.0
> O=C(CNC(=O)c1cccs1)N/N=C/c1ccc(O)cc1O
 : -10	-12	0.1	-5%	31%[57.1 µM]	9%[57.1 µM]	0	4%	-0.4

Three entries picked at random from those above:
Under each structure – PI4K2A block	D2 antagonist	D2 agonist	USP1 inh	TrxR1 inh	TrxR1 substrate	TRHR PAM	IDH1 R132H inh	TRHR ag
> O=C(Nc1cccc(C(F)(F)F)c1)c1cc(-c2ccc(Cl)s2)nc2ccccc12
 : 1	.	-0.3	-16%	0%	41%[activator]	-1	-25%	1.0
> CCc1ccc(NC(=O)CSC2=Nc3ccccc3C3=NC(CCC(=O)NCc4ccccc4OC)C(=O)N23)cc1 (stereo not given)
 : -2	.	-0.2	-27%	2%[57.1 µM]	-2%[57.1 µM]	-3	-6%	-0.9
> COc1ccc(NC(=O)c2cn(CCC#N)nc2-c2cc3ccccc3o2)cc1
 : 3	0	2.3	-19%	28%	14%	-8	-1%	0.8

(listing goes on)
Under each structure – PI4K2A block	D2 antagonist	D2 agonist	USP1 inh	TrxR1 inh	TrxR1 substrate	TRHR PAM	IDH1 R132H inh	TRHR ag
> CCN(CC)c1ccc(NC(=O)c2cccc(OC)c2)c(C)c1
 : -13	3	0.0	-9%	18%[57.1 µM]	7%[57.1 µM]	-4	2%	-0.1
> COc1ccc(/C=N/OCc2ccccc2C#N)c(OC)c1
 : -1	7	0.1	-9%	16%	-2%	-4	8%	0.0
> Cc1ccccc1N(CC(=O)NCc1ccccc1)C(=O)CCC(=O)Nc1nccs1
 : 3	-1	1.2	-1%	15%	0%	-1	-2%	2.4
> Cc1cccc(N(CC(=O)N2CCOCC2)S(C)(=O)=O)c1
 : 5	1	0.0	-16%	17%[57.1 µM]	14%[57.1 µM]	-1	11%	0.7
> O=C(C1CCCN1S(=O)(=O)c1cccc2cccnc12)N1CCc2ccccc21 (stereo not given)
 : 0	9	0.1	?	21%	11%	2	7%	-0.3
> CC(C)CCCCCCCCCCCCC(=O)NCC(=O)NC1C(C)OC(Nc2ncnc3nc[nH]c23)C(O)C1O (stereo not given)
 : -3	.	.	-13%	-2%	-5%	.	1%	.
> CC(=O)NC(c1ccc(F)cc1)c1cccnc1 (stereo not given)
 : -2	27	1.4	4%	-11%	-4%	12	-5%	0.2
> CN(Cc1cc2ccccc2[nH]c1=O)C(=O)c1cccs1
 : 3	-12	0.5	-4%	19%	6%	-3	-11%	0.8
> Cc1ccc(C2=NS(=O)(=O)N(C)C(C(=O)Nc3ccc4c(c3)OCO4)=C2)cc1
 : -3	-33	-0.5	-17%	8%[57.1 µM]	-13%[57.1 µM]	-2	13%	0.1
> CCCS(=O)(=O)c1nc(S(=O)(=O)c2ccc(C)cc2)c(NCCCN2CCCC2=O)s1
 : -1	-6	-0.5	-11%	13%	-5%	2	-9%	-0.2
> COc1ccccc1N1CCN(C(=O)c2ccc3[nH]c(C)c(C)c3c2)CC1
 : -6	0	0.1	-19%	16%	-3%	-3	0%	0.2
> C[C@@H]1NC(=O)c2cc([N+](=O)[O-])cc(F)c2NCCC[C@@H](C(N)=O)NC(=O)[C@H](CC(N)=O)NC1=O
 : 0	-7	0.4	-22%	-8%	-1%	5	20%	-0.2
> Cc1cccc(NCc2nnc3n2CCCCC3)c1C
 : -4	.	0.3	-17%	24%[57.1 µM]	5%[57.1 µM]	-9	32%	-0.1
> CC(C)(C)OC(=O)CNC(=O)c1[nH]cnc1C(=O)N[C@@H](Cc1ccccc1)C(=O)OC(C)(C)C
 : 0	-3	0.6	-26%	-2%	-21%	1	9%	0.5
> c1ccc(-c2noc(C34CC5CC(CC(C5)C3)C4)n2)nc1
 : 11	-10	0.2	-14%	8%	3%	0	3%	-0.3
> CCOC(=O)c1ccc(NC(=O)COc2coc(CN3CCc4ccccc43)cc2=O)cc1
 : -2	9	-0.2	-19%	-15%	-11%	4	4%	0.1
> CCC(C)NC(=O)c1c(C)oc2ncn(CC(C)C)c(=O)c12 (stereo not given)
 : -1	.	.	-17%	14%	3%	9	-6%	-0.9
> CCCCC(=O)Nc1nnc(S(=O)(=O)N2CCCCCC2)s1
 : -4&3	11	-0.2&0.7	-25%&-4%	-4%&18%	-3%&-7%	-3&0	2%&15%	0.4&1.1
> O=C(NCCc1ccc(F)cc1)c1cccc(NC(=O)c2ccccc2)c1
 : 1	-1	1.1	-1%	-21%	-23%	11	-7%	-0.3
> CC(CNc1nc2ccccc2c2nc(-c3ccccc3)nn12)c1ccccc1 (stereo not given)
 : -2	.	.	2%	5%	-10%	2	5%	-0.3
> Cc1[nH]c(=O)nc(NN=Cc2ccc(Cl)cc2)c1C(=O)Nc1ccc(Cl)cc1
 : 2	.	.	-19%	-7%	-11%	.	1%	.
> CN(C)c1ccc(Nc2ncnc3c2c(-c2ccccc2)cn3-c2cccc(Cl)c2)cc1
 : -1	.	-0.1	12%	31%[57.1 µM]	18%[57.1 µM]	-1	7%	-0.5
> Cn1c(=NC(=O)c2ccc3c(c2)OCCO3)sc2cc(S(C)(=O)=O)ccc21
 : -1&-1	-2	0.5&-1.4	-14%&-21%	18%&41%[57.1 µM]	13%&11%[57.1 µM]	-2&18	-8%&-14%	-3.0&0.2
> O=C1Nc2ccccc2Oc2cc(Oc3cccc(Cl)c3)ccc21
 : 20	.	0.2	-28%	6%	5%[11.4 µM]	0	-3%	-0.4
> N#Cc1ccc(CN2C(=O)NC3(CCCCCC3)C2=O)cc1
 : -1	-2	0.3	-15%	7%	0%	11	9%	-0.9
> CCC(C)(C(=O)NC1CCCCC1)N(Cc1ccco1)C(=O)CNC(=O)c1ccccc1 (stereo not given)
 : 0	10	-0.1	0%	-4%	-9%	-5	4%	0.1
> CCC1(c2ccccc2)NC(=O)N(CC(=O)Nc2ccc(S(=O)(=O)N3CC(C)CC(C)C3)cc2)C1=O (stereo not given)
 : 3	-3	-0.4	-20%	10%	-7%	4	6%	-0.2
> COCc1cc(=O)n2[nH]c(SCc3ccccc3)nc2n1
 : 0	5	-1.1	-23%	12%	5%	-9	11%	0.0
> Cc1cc(C)nc(NS(=O)(=O)c2ccc(N/C=C/C(=O)c3ccc(Cl)c(Cl)c3)cc2)n1
 : -6	-14	0.0	-2%	1%	8%[0.0914 µM]	25	-2%	0.6
> COc1ccc(CC2(CO)CCN(Cc3cnn(C)c3C)CC2)cc1
 : 2	1	0.2	-17%	30%	8%	-1	7%	0.7
> CC1(C)Cc2cccc(C(=O)NC3CCN(Cc4ccccc4)CC3)c2O1
 : -4	73*	0.3	4%	11%[57.1 µM]	4%	9	7%	-1.1
> COCCSc1nnc(NC(=O)Cc2ccc(OC)cc2)s1
 : -1	12	0.1	-12%	19%	-4%	2	0%	-0.3
